Screening data as filed in PubChem.
hERG WT inh = blocks the wildtype human KCNH2 potassium channel; Q12809; U2OS, BacMam KCNH2, thallium flux FluxOr; stronger effect = lower value; activity change, % at 1.84 µM; 340,000 tested, 0.37% active;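 active means maximum activity change below -70%; inconclusive means maximum activity change between -70% and -50%; inactive means maximum activity change above -50%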
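U2OS cells were transduced with wild-type KCNH2 virus (2.03 x 10^8 / mL) for 4 h at room temperature, then cultured overnight at 37 C. Thallium flux was read with FluxOr dye. Rate constants were normalized to DMSO controls.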
B2AR arrestin = recruits beta-arrestin to the human beta2-adrenergic receptor; beta-arrestin recruitment to beta2AR, cell-based reporter; AID 492947; 330,000 tested, 0.02% active; P07550; Potency, µM (highest dose often 46.1 µM), for the others: at the top dose activation, hits mostly activators;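 further: potency means the concentration at half of the fitted maximal effect; 0% = DMSO controls and full agonism = EC100 isoproterenol or metaproterenol; nearly all actives have a fitted effect of over 65% in size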
Target sequence (P07550 whole entry, looked up): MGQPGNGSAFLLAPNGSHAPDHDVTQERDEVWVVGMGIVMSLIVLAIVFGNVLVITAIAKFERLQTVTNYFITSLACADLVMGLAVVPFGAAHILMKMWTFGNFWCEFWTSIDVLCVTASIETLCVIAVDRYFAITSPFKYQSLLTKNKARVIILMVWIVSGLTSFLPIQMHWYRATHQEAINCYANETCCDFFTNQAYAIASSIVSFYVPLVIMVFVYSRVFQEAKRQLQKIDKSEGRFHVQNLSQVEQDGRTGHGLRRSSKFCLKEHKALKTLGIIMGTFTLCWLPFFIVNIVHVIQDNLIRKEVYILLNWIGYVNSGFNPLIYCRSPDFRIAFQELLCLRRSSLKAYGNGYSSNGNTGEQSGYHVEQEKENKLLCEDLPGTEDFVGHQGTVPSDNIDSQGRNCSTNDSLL
PKM2 act = increases activity of human pyruvate kinase M2; purified PKM2, Kinase-Glo ATP luminescence, activation; response scale: 0% is enzyme alone, no compound; Potency, µM (titrated, usually from 57.5 µM), without a hit: at the top dose activation, most hits filed as activators; 260,000 tested, 0.34% active; further: potency means the concentration at half of the fitted maximal effect; nearly all actives have a fitted effect of over 55% in size
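ATP formation by purified human PK-M2, quantified via coupled luciferase luminescence after 1 h at room temperature with 0.1 mM ADP and 0.5 mM PEP final.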
Eya2 inh = blocks the phosphatase activity of human Eya2; AID 488837; recombinant Eya2, OMFP fluorescence dephosphorylation (OMFP is methylfluorescein phosphate); Potency, µM (doses to about 76.9 µM), without a hit: at the highest dose activity, negative = inhibition, usual class: inhibitors; 330,000 tested, 0.006% active; further: potency means the concentration at half of the fitted maximal effect
Target sequence (O00167 whole entry, looked up): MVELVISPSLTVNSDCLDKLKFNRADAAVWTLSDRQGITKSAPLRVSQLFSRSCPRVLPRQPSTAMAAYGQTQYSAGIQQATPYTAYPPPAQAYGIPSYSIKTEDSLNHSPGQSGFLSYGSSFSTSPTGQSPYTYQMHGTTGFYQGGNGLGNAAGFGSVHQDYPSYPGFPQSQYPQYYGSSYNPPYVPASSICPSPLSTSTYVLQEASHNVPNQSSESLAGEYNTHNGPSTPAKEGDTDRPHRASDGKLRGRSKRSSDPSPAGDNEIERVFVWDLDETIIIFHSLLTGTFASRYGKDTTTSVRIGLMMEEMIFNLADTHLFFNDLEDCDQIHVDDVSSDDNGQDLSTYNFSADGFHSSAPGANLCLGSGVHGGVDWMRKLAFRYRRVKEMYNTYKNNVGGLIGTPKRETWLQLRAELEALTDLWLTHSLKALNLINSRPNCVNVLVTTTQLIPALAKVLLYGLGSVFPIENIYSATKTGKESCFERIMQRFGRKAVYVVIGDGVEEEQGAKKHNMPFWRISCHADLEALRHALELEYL
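Eya2 (0.2 uM) preincubated 10 min at ambient with compound, then OMFP substrate added at 50 uM; 10 min reaction in 50 mM HEPES pH 7.5, 50 mM NaCl, 5 uM MgCl2, 0.05% BSA, 1 mM DTT. Fluorescence read at Ex 485/Em 525 nm.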
Giardia killer = Giardia lamblia killing; Giardia lamblia trophozoite viability; activity change, % at 7.66 µM, hits read low; 340,000 tested, 0.15% active; AID 540267; in the data active means activity change below about -80%; inconclusive means between about -30% and that limit;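 further: parasites exposed to compound for two days anaerobically before the ATP read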
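Luminescence from cellular ATP indicates surviving trophozoites (100 cells/well) following 48 hrs anaerobic compound treatment at 37 deg C; signal develops 15-30 min at room temperature.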
Chronic BCR inh = inhibitors of chronic active B-cell receptor signaling; AID 493014; ABC-DLBCL IkBa-CBG/CBR reporter, luminescence ratio, 4 h; 340,000 tested, 0.05% active; Potency, µM (series often up to 46.1 µM), for the others: at the highest dose ratio change, negative = lower green/red ratio, most hits filed as inhibitors; active means well fitted inhibition curve with a large enough effect in the signal ratio, with a control signal flat, not every such curve was filed as active; inconclusive means small, poorly fitted or top-dose-only effect, or effect the other way, or a change in a side signal; the % refers to the signal ratio;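 further: potency means the concentration at half of the fitted maximal effect; plate controls were basal doxycycline-induced cells for no effect and cells given 10 µM MG132 for full effect; MG132 reads +100%, hits lower the ratio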
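Doxycycline induced both beetle luciferases in TMD8 lymphoma cells; IKK-driven degradation limits the IkappaBalpha-fused green signal, while red luminescence normalises for cell number and nonspecific effects. Compounds tested up to 46 uM, 4 hrs.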
FBPA coupling cs = counter-screen for Giardia aldolase inhibitors: coupling enzyme system; coupling enzyme system counterscreen, AmpLite Red fluorescence; activity change, negative = inhibition, % at 58.2 µM, hits read low; 290,000 tested, 0.67% active; AID 2472; in the data active means activity change below about -30%
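First, compound is pin-transferred into glyceraldehyde-3-phosphate coupling-enzyme reagent at 57.5 uM final and held 10 min at RT. Next, substrate, coupling system and AmpLite Red are added. After 20 min RT, fluorescence (525/598 nm) is read.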
GALK inh = galactokinase (human) inhibition; Potency, µM (top dose mostly 57.5 µM), for inactives: at the highest dose activity change, negative = inhibition, hits mostly inhibitors; Purified GALK, Kinase-Glo residual ATP luminescence; 270,000 tested, 0.007% active; P51570; further: potency means the concentration at half of the fitted maximal effect
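Quantitative HTS: GALK 5 nM, ATP 35 uM, galactose 100 uM, 1 h room temperature, then luciferase-based ATP detection.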
USP2a block = inhibitors of human ubiquitin-specific protease USP2a; O75604; USP2 core, Ub-CHOP2 coupled fluorogenic reporter, 485/531; Potency, µM (series often up to 38.3 µM), for inactives: at the highest dose activity change, negative = inhibition, actives largely listed as inhibitors; 330,000 tested, 0.01% active; AID 463254;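 further: potency means the concentration at half of the fitted maximal effect; plate controls were DMSO wells for no effect and full inhibition by NEM control for full effect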
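USP2 core (10nM final) preincubated 30min RT with compound in 20mM Tris-HCl pH 8.0, 2mM CaCl2, 2mM beta-mercaptoethanol, 0.05% CHAPS; 25nM Ub-CHOP2 plus 25nM reporter substrate added, fluorescence (Ex485/Em531) read after 60min.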
uPA generation = inhibitors of cell surface uPA generation; cell surface uPA generation assay, qHTS; 330,000 tested, 0.31% active; Potency, µM (highest dose often 38.3 µM), inactives show at the top dose activity change, negative = inhibition, usual class: inhibitors; active means well fitted inhibition curve with a large enough effect; inconclusive means small, poorly fitted or top-dose-only effect; inactive means no such curve, though single readings can be large or run the other way; tested in mouse RAW 264.7 cells; further: potency means the concentration at half of the fitted maximal effect; nearly all actives have a fitted effect of over 55% in size
KCNH2 3.1 block = blocks the human KCNH2 3.1 channel isoform | 340,000 tested, 0.95% active | U2OS KCNH2 3.1, thallium flux FluxOr; stronger effect = lower value | activity change, % (tested at about 1.8 µM);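 active means maximum activity change below -70%; inconclusive means maximum activity change from -70% to -50%; inactive means maximum activity change above -50%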;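 further: thallium influx rate constant from kinetic fluorescence after stimulation buffer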
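Thallium flux read-out: FluxOr dye with Red40 quencher in HBSS/HEPES, 45 min at RT. Rate constants from kinetic reads were normalized to positive and negative DMSO controls. Cells: U2OS virally expressing the 3.1 isoform.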
The depositor's hits bear a star; u = inconclusive; x = not tested or not shown. Unless noted, the call rests on the fitted dose curve; in most records, active means well fitted curve in the direction sought with a large enough effect; inconclusive means small, poorly fitted or top-dose-only effect, or another doubt; inactive means no such curve, though single readings can be large; an effect the other way counts as inactive or inconclusive. Unless noted, on the % scale 0 is the no-effect control and ±100 the full control effect.

Value order – hERG WT inh	B2AR arrestin	PKM2 act	Eya2 inh	Giardia killer	Chronic BCR inh	FBPA coupling cs	GALK inh	USP2a block	uPA generation	KCNH2 3.1 block
1	Cc1nnc(N2CCN(Cc3ccccc3)CC2)[nH]c1=O
    -4	0.3%	6%	5%	10	10%	2	-1%	1%	0%	-1
2	CC(O)Cn1c(N2CCCC2)nc2c1c(=O)[nH]c(=O)n2C (stereo unspecified)
    -7	-1.1%	0%	13%	-11	4%	0	-2%	0%	-1%	3
3	Cc1cccc(N2CCN(C(=O)c3cc(S(=O)(=O)N(C)C)ccc3N3CCCC3)CC2)c1C
    -6	0.1%	-9%	-10%	-3	8%	1	-8%	3%	-8%	1
4	Cc1ccc(NC(=O)N2CCC(NC(=O)c3ccccc3C)CC2)cc1
    -3	-0.9%	0%	17%	10	-2%	2	10%	0%	1%	9
5	CCn1ncc(Br)c1C(=O)Nc1ccccc1OC
    -6	0.0%	-3%	-19%	4	-3%	-1	1%	2%	5%	15
6	Cc1cccc(NC(=O)c2ccc(COc3ccc(Cl)cc3Cl)o2)n1
    -9	-0.2%	0%	-2%	10	u	1	1%	-2%	3%	-26
7	CC(C)(C)N1CC(C(=O)Nc2ccc(C#N)cc2)CC1=O (stereo unspecified)
    -3	-0.5%	2%	-10%	11	-4%	0	0%	-1%	-3%	-15
8	Cc1ccc(C(=O)N2CCN(S(=O)(=O)c3ccccc3)CC2)cc1
    0	-0.1%	-1%	1%	-18	5%	-2	-2%	4%	0%	8
9	Cc1ccnc(SCc2cc(=O)c(OC(=O)c3ccccc3)co2)n1
    -4	-0.5%	4%	-1%	17	-9%	3	2%	-1%	21%	-6
10	COc1cccc(C2CC(C(F)(F)F)n3nc(C(=O)Nc4c(C)n(C)n(-c5ccccc5)c4=O)cc3N2)c1 (stereo unspecified)
    9	-0.1%	2%	1%	-1	-2%	7	0%	6%	1%	-1

Reprinted from the part before: 4 compounds; new compounds follow.
Value order – hERG WT inh	B2AR arrestin	PKM2 act	Eya2 inh	Giardia killer	Chronic BCR inh	FBPA coupling cs	GALK inh	USP2a block	uPA generation	KCNH2 3.1 block
7	CC(C)(C)N1CC(C(=O)Nc2ccc(C#N)cc2)CC1=O (stereo unspecified)
    -3	-0.5%	2%	-10%	11	-4%	0	0%	-1%	-3%	-15
8	Cc1ccc(C(=O)N2CCN(S(=O)(=O)c3ccccc3)CC2)cc1
    0	-0.1%	-1%	1%	-18	5%	-2	-2%	4%	0%	8
9	Cc1ccnc(SCc2cc(=O)c(OC(=O)c3ccccc3)co2)n1
    -4	-0.5%	4%	-1%	17	-9%	3	2%	-1%	21%	-6
10	COc1cccc(C2CC(C(F)(F)F)n3nc(C(=O)Nc4c(C)n(C)n(-c5ccccc5)c4=O)cc3N2)c1 (stereo unspecified)
    9	-0.1%	2%	1%	-1	-2%	7	0%	6%	1%	-1
11	COC(=O)c1sc(C(C)(C)C)cc1CS(=O)(=O)c1ccccn1
    -2	0.4%	-7%	-4%	7	9%	4	3%	-1%	-11%	19
12	Cc1ccc(CNC(=O)COC(=O)c2ccc(Cl)c(N)c2)cc1
    0	0.0%	-4%	1%	7	u	1	0%	1%	0%	-5
13	CC(=O)N(C)c1ccc(NCc2cc(=O)oc3cc(C)c(O)cc23)cc1
    -7	0.4%	x	-4%	1	-7%	-1	0%	4%	-19%	1
14	COc1cc(NC(=O)CN2CCN(C(=O)C3CCCO3)CC2)c(OC)cc1Cl (stereo unspecified)
    -5	-0.6%	1%	13%	-1	2%	3	6%	0%	-12%	11
15	c1cc2c(cc1Oc1nc(N3CCOCC3)nc(N3CCOCC3)n1)OCO2
    -1	-0.2%	-16%	-16%	14	u	-1	0%	2%	13%	4
16	CN1CCN(C(=O)c2ccc3c(c2)N(C)C(=O)/C(=C/c2cccc(Cl)c2)S3)CC1
    -4	0.4%	x	4%	-3	2%	x	-1%	2%	-23%	-17
17	Cc1nc2ccccc2n1C(=O)N1CCOCC1
    -1	2.1%	5%	3%	4	4%	3	-2%	1%	-3%	-2
18	NC(=O)c1ccc[n+](CC(=O)c2ccc(Br)cc2)c1
    8	-0.2%	x	-2%	3	3%	1	7%	-3%	3%	-1
19	CCOC(=O)COc1cc(O)c2c(=O)cc(-c3ccccc3)oc2c1
    -1	-0.6%	4%	12%	9	10%	1	-1%	1%	-1%	0
20	O=C(Nc1ccccc1)c1ccc(-c2ccccc2C(F)(F)F)o1
    x	-0.2%	9%	-16%	-1	u	-5	x	2%	-28%	x

Compounds above with a CF3 group, in the order listed:
Value order – hERG WT inh	B2AR arrestin	PKM2 act	Eya2 inh	Giardia killer	Chronic BCR inh	FBPA coupling cs	GALK inh	USP2a block	uPA generation	KCNH2 3.1 block
10	COc1cccc(C2CC(C(F)(F)F)n3nc(C(=O)Nc4c(C)n(C)n(-c5ccccc5)c4=O)cc3N2)c1 (stereo unspecified)
    9	-0.1%	2%	1%	-1	-2%	7	0%	6%	1%	-1
20	O=C(Nc1ccccc1)c1ccc(-c2ccccc2C(F)(F)F)o1
    x	-0.2%	9%	-16%	-1	u	-5	x	2%	-28%	x

The results go on:
Value order – hERG WT inh	B2AR arrestin	PKM2 act	Eya2 inh	Giardia killer	Chronic BCR inh	FBPA coupling cs	GALK inh	USP2a block	uPA generation	KCNH2 3.1 block
21	CC(C)N(C(=O)c1nn(C)c2c1CSc1ccccc1-2)C1CCCCC1
    -8	0.4%	x	-8%	-2	14%	x	1%	1%	4%	4
22	Cc1onc(-c2ccccc2)c1C(=O)Nc1c(C)n(C)n(-c2ccccc2)c1=O
    4	-0.9%	-6%	-11%	8	8%	2	1%	-2%	1%	3
23	CC(=NC1CCCCC1)C1=C(O)c2ccccc2C1=O
    -4	-0.4%	9%	-7%	-18	u	-23	1%	3%	u	-8
24	C[C@]1(C(=O)O)C=C[C@@H](Cc2ccccc2)N1C(=O)c1ccccc1
    1	0.0%	0%	15%	-23	2%	4	x	5%	-6%	-19
25	COc1ccc(S(=O)(=O)NC(C)C(=O)NCc2cccnc2)cc1C (stereo unspecified)
    2	-0.1%	x	-13%	24	3%	x	x	0%	1%	6
26	Cc1cc(C)c(NC(=O)CSc2nc(=O)n3cc(C)ccc3n2)c(C)c1
    -4	-0.1%	x	16%	2	-7%	x	x	1%	-3%	-3
27	O=C1SCCc2c1n(Cc1ccccc1)c1ccccc21
    14	-0.1%	-2%	-5%	-3	u	-3	0%	1%	2%	-7
28	C=CCn1c(O)c(C=Nc2ccc(Cc3ccncc3)cc2)c(=O)[nH]c1=S
    -6	-0.4%	-1%	3%	3	0%	-1	-1%	1%	3%	-7
29	O=C(c1cccs1)N1CCc2c([nH]c3ccccc23)C1c1ccccn1 (stereo unspecified)
    -10	-0.7%	-4%	-3%	-11	5%	-1	10%	-1%	2%	8
30	COc1ccc(CN(CC(=O)NCc2ccccc2)C(=O)CCC(=O)Nc2cc(C)ccn2)cc1
    -6	-0.1%	x	24%	-16	u	3	-3%	1%	-1%	1
31	CN(C)C(=O)c1cc(Br)ccc1Cl
    4	-0.2%	-1%	17%	3	0%	1	1%	-1%	x	1
32	CC(C)n1cc(CNC(=O)C2CCC(=O)N(Cc3ccccc3F)C2)cn1 (stereo unspecified)
    2	0.2%	x	5%	4	-4%	x	1%	0%	0%	19
33	NC(=O)C1CCN(c2ncc(C(F)(F)F)cc2Cl)CC1
    3	-0.2%	-3%	-4%	1	-7%	2	0%	4%	-1%	u
34	CC(Sc1ncnc2sccc12)C(=O)Nc1ccc(S(N)(=O)=O)cc1 (stereo unspecified)
    0	-0.7%	x	2%	-3	-16%	x	x	1%	0%	-5
35	CCCC(=O)OCC(=O)Nc1cc(Cl)ccc1[N+](=O)[O-]
    -18	-0.1%	2%	6%	5	-1%	2	0%	9%	3%	-1
36	Cc1ccc(N2CCCn3c2nc2c3c(=O)n(CCN3CCOCC3)c(=O)n2C)cc1
    x	-0.2%	-2%	25%	x	-2%	-3	1%	-1%	x	x
37	O=C(CSc1nnc(-c2cccnc2)o1)Nc1ccc(Br)cc1
    8	-0.2%	9%	1%	26	u	-7	-1%	3%	2%	-5
38	COc1ccc(NC(=O)CN2C(=O)c3ccccc3Sc3ccc(C(=O)N4CCOCC4)cc32)c(OC)c1
    -10	0.2%	16%	7%	9	u	-13	6%	4%	-1%	-4
39	COc1ccc(C(=O)NC2CC2)cc1OC1CCN(Cc2ccc(Cl)cc2)CC1
    -128*	-0.9%	1%	-28%	-9	-10%	x	8%	1%	-6%	x
40	Cc1ccn(-c2cccc(-n3ccc(C)n3)n2)n1
    -7	-1.5%	-1%	-1%	-2	u	0	2%	2%	-5%	-8
41	N#C/C(=C\c1ccc(O)cc1)C(=O)NCc1ccccc1
    -6	0.2%	x	11%	18	5%	13	-2%	2%	0%	15
42	O=C(COC(=O)c1cc(=O)[nH]c2ccccc12)NCc1ccccc1
    -3	4.8%	x	-10%	-2	1%	x	x	4%	9%	21

Values by screen from the list.
Nos. 35 to 41 in GALK inh, in turn: 0%, 1%, -1%, 6%, 8%, 2%, -2%
